High-throughput results from PubChem.
TDP1 cell noCPT: qHTS for Inhibitors of human tyrosyl-DNA phosphodiesterase 1 (TDP1): qHTS in cells in absence of CPT; Potency, µM (titrated, usually from 46.2 µM), for inactives: at the top dose activity change, negative = growth inhibition, most hits filed as inhibitors; DT40 Tdp1-/- hTDP1 cells, no CPT, ATP luminescence, 48 h; actives 15% (n = 420,000); also: nearly all actives have a fitted effect of over 55% in size
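Chicken DT40 Tdp1-/- cells stably complemented with human TDP1 were seeded at 400 cells/well with DMSO in place of 20 nM camptothecin. After compound pinning, cells grew at least 48 hr at 37 °C; viability read by CellTiter-Glo luminescence.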
DT40 TDP1 CPT: DT40-hTDP1 cell growth loss with CPT; chicken DT40 Tdp1-/-;hTDP1 cells + 20 nM CPT, ATP luminescence, 48 h; Potency, µM (highest dose often 46.2 µM), for inactives: at the top dose activity change, negative = growth inhibition, hits mostly inhibitors; actives 12% (n = 420,000); also: nearly all actives have a fitted effect of over 55% in size
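Chicken DT40 Tdp1-/- cells stably complemented with human TDP1 were seeded at 400 cells/well in medium containing 20 nM camptothecin, exposed to pin-transferred compounds, and grown at 37 °C for at least 48 hr. Viability was read as ATP luminescence.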
TDP1 inh: TDP1 (human) enzyme inhibition; recombinant TDP1, AlphaScreen DNA substrate cleavage; Potency, µM (doses to about 130 µM), inactives show at the top dose activity change, negative = inhibition, hits mostly inhibitors; actives 0.28% (n = 350,000); AID 485290; also: nearly all actives have a fitted effect of over 40% in size
Target sequence (Q9NUW8 whole entry, looked up): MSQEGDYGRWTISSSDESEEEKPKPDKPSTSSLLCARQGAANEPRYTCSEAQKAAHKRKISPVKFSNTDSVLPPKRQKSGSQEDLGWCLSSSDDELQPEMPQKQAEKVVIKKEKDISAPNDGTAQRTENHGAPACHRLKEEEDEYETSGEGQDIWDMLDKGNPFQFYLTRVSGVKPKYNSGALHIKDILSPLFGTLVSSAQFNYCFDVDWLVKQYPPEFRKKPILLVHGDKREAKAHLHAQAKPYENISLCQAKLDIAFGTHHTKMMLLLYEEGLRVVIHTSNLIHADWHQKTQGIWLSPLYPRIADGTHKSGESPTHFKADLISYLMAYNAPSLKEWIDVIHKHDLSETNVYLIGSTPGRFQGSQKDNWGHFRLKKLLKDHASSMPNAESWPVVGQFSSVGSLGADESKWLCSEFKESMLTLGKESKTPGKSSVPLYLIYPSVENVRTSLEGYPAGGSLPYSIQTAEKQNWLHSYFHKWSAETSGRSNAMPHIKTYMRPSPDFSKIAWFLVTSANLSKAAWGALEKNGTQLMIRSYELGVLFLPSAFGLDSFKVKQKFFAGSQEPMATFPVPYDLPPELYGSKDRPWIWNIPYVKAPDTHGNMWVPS
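Enzyme-compound mixtures sat 15 min at room temperature, followed by a 5 min reaction with 15 nM final substrate and 10 min with AlphaScreen beads. Recombinant human Tdp1 was used at 1 nM final.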
Active calls of the source: *; ? = inconclusive; · = not tested or not shown; & = joins results of further samples; [ ] = dose if it differs, or a comment. Calls follow the shape of the dose curve; as a rule, active = well fitted curve in the direction sought with a large enough effect; inconclusive = small, poorly fitted or top-dose-only effect, or another doubt; inactive = no such curve, though single readings can be large; an effect the other way counts as inactive or inconclusive. % is scaled to controls: 0 for no effect and ±100 for the full control effect; potency is read from the fitted curve at half-maximal effect. This is a random part of the collection, and some 18% of all compounds hit somewhere here.

1. CCOC(=O)c1c(N)c(C#N)c2n1CCCCC2
2. CCCCN1CC(COCc2ccccc2)Oc2cccc(Oc3cc(C)c(C)c(C)c3)c2S1(=O)=O (stereo not drawn)
3. O=C(Nc1ccccc1N1CCCC1)c1ccccc1F
4. CNC(=O)CC12CC3CC(CC(C3)C1)C2
5. O=C(CCN1CCC(c2ccccc2)C1)c1ccccc1 (stereo not drawn)
6. O=[N+]([O-])c1cccc(Cl)c1NCCNc1ncc(C(F)(F)F)cc1Cl
7. C[C@H]1CCCCO[C@H](CN(C)C(=O)Nc2ccc(F)cc2)[C@@H](C)CN([C@@H](C)CO)C(=O)c2cc(NC(=O)Nc3ccc4c(c3)OCO4)ccc2O1
8. Cc1cc(NC(=O)CSc2nnc(-c3cccnc3)n2Cc2ccccc2)no1
Compound	1	2	3	4	5	6	7	8
TDP1 cell noCPT	-20%	5.2µM*	-22%	-5%	3.7µM*	?	?	-4%
DT40 TDP1 CPT	-3%	7.3µM*	?	-24%	3.7µM*	?	21µM*	-3%
TDP1 inh	2%	·	9%	-2%	7%	7%	·	3%

Overlap with the part before: four compounds, then new ones.
5. O=C(CCN1CCC(c2ccccc2)C1)c1ccccc1 (stereo not drawn)
6. O=[N+]([O-])c1cccc(Cl)c1NCCNc1ncc(C(F)(F)F)cc1Cl
7. C[C@H]1CCCCO[C@H](CN(C)C(=O)Nc2ccc(F)cc2)[C@@H](C)CN([C@@H](C)CO)C(=O)c2cc(NC(=O)Nc3ccc4c(c3)OCO4)ccc2O1
8. Cc1cc(NC(=O)CSc2nnc(-c3cccnc3)n2Cc2ccccc2)no1
9. O=S1(=O)CCC(NC(=S)N2CCCCCC2)C1 (stereo not drawn)
10. Cc1cccc(C2Nc3ccccc3C(=O)N2c2ccc(F)cc2)n1 (stereo not drawn)
11. CCOC(=O)c1c(-c2ccncc2)csc1N
12. OC12CCCCC1C(c1ccc3c(c1)OCO3)N(Cc1ccc(F)cc1)CC2 (stereo not drawn)
13. Cc1ccccc1Sc1ncccc1[N+](=O)[O-]
14. O=S(=O)(c1cccnc1)N1CCn2cccc2C1c1ccccc1F (stereo not drawn)
15. COc1ccc(OC)c(CNC(=O)c2c(C)oc3ncn(CC(C)C)c(=O)c23)c1
16. COc1cc2c(cc1OC)CN(C(=O)c1ccncc1)CC2
Compound	5	6	7	8	9	10	11	12	13	14	15	16
TDP1 cell noCPT	3.7µM*	?	?	-4%	8%	-9%	?	?	-10%	-25%	16µM*	6%
DT40 TDP1 CPT	3.7µM*	?	21µM*	-3%	9%	-3%	?	-26%	20%	-25%	?	5%
TDP1 inh	7%	7%	·	3%	-2%	0%	7%	1%	·	·	6%	·

17. CCOC(=O)C1CCCN(C(=O)c2cc(S(=O)(=O)N3CCCCC3)ccc2Cl)C1 (stereo not drawn)
18. CCc1ccc(OCCOCC(O)CN(CCO)CCO)cc1 (stereo not drawn)
19. COc1ccc(-c2cn(-c3ccc(C)c(C)c3)c(=S)[nH]2)cc1OC
20. O=C(NCc1ccc(F)cc1)C1CCC(CNS(=O)(=O)c2ccccc2)CC1 (stereo not drawn)
21. Cc1cccc(NC(=O)CSCC(=O)Nc2ccccc2C(=O)N2CCCCC2)c1
22. CS(=O)(=O)N1CCN(c2ccc([N+](=O)[O-])c(NCc3cccnc3)c2)CC1
23. O=C(Nc1ccc(F)c(Cl)c1)c1ccc2c(c1)OCO2
24. CN1CC2(C)CN(C(c3ccccc3)c3ccccc3)CC(C)(C1)C2O (stereo not drawn)
Compound	17	18	19	20	21	22	23	24
TDP1 cell noCPT	21µM*	-6%	16µM*	?	?	?	-7%	?
DT40 TDP1 CPT	21µM*	-3%	-23%	?	-24%	-11%	-3%	-30%
TDP1 inh	-8%	1%	·	·	·	2%	0%	8%

25. COc1cc2ccccc2cc1C(=O)Nc1ccc2oc(-c3cccc(Cl)c3Cl)nc2c1
26. CC1=C(C(=O)N2CCCC(N3CCN(c4cccc(Cl)c4)CC3)C2)OCCO1 (stereo not drawn)
27. COc1cccc(-n2nc3c(=S)[nH]nc(C)c3c2C)c1
28. O=C(Nc1ccc(Cn2ccnc2)cc1)c1cccc(C(F)(F)F)c1
29. Cc1nonc1CN(C)C(=O)c1ccc(OC2CCN(Cc3ccccn3)CC2)cc1
30. O=C(/C=C/c1ccccc1)NCCS(=O)(=O)N1CCN(c2ccccc2)CC1
31. CC(C)N(C1=CC(=O)OC12CCCCC2)C(C)C
32. CN(CCOc1ccc(Cl)cc1)C(=O)c1ccc2c(=O)n3c(nc2c1)CCC3
Compound	25	26	27	28	29	30	31	32
TDP1 cell noCPT	-8%	?	-19%	-17%	0%	-13%	-1%	-6%
DT40 TDP1 CPT	-26%	?	1%	-24%	-15%	-1%	2%	-9%
TDP1 inh	3%[12.3 µM]	4%	2%	1%	6%	·	·	·

33. CC(=O)/C(=N/Nc1ccccc1C)N1CCOCC1
34. Fc1ccccc1CNc1cc(Cl)cc(Cl)c1
35. Clc1ccccc1Nc1nc(NCc2ccccc2)nc2ccsc12
36. C=CC[n+]1c(/C=C/c2ccc(OC(C)=O)c(OC)c2)ccc2ccccc21
37. CC(=O)N1c2ccc(S(=O)(=O)Nc3ccc(C)c(Cl)c3)cc2CC1C (stereo not drawn)
38. COc1ccc(NC(=O)CSc2nc3cccnc3n2C)cc1
39. Cc1cccc(-c2cnc(C(O)c3ccc4ccccc4c3)[nH]2)c1 (stereo not drawn)
40. CON(C)C(=O)C[C@@H]1C[C@H](OC(=O)c2ccc([N+](=O)[O-])cc2)CN1C(=O)OC(C)(C)C
Compound	33	34	35	36	37	38	39	40
TDP1 cell noCPT	21µM*	-11%	9.2µM*	12µM*	?	-55%	?	?
DT40 TDP1 CPT	8.2µM*	?	9.2µM*	7.3µM*	?	-14%	21µM*	-21%
TDP1 inh	8%	-3%	·	·	2%	4%	·	3%

41. CS(=O)(=O)N1CCN(c2ccccc2NC(=O)c2ccc([N+](=O)[O-])o2)CC1
42. COc1ccc(NC(=O)C2CCCN(C)C2)cc1OCC(C)C (stereo not drawn)
43. COc1ccccc1Nc1nc(=O)[nH]nc1C
44. CCCNC(=O)C1(C)CCCN(C(=O)c2cccc(C#N)c2)C1 (stereo not drawn)
45. COc1ccc(CCNS(=O)(=O)c2cccc(C(=O)O)c2)cc1OC
46. Cc1ccc(S(=O)(=O)Nc2ccccc2CNc2ccc(Br)cn2)cc1
47. Cc1ccc(S(=O)(=O)N2C(=O)C(C)SC2=Nc2ccccc2)cc1 (stereo not drawn)
48. C[C@@H]1CN([C@H](C)CO)C(=O)CCCn2cc(nn2)CO[C@H]1CN(C)C(=O)c1ccc(N2CCN(C)CC2)cc1
Compound	41	42	43	44	45	46	47	48
TDP1 cell noCPT	8.2µM*	-6%	2%	-7%	16µM*	29µM*	8%	2%
DT40 TDP1 CPT	3.7µM*	-1%	2%	4%	21µM*	?	-4%	10%
TDP1 inh	2%	0%	2%	·	-4%	0%	6%	·

Six entries from above, with two lines to a compound:
Below each compound – TDP1 cell noCPT, DT40 TDP1 CPT, TDP1 inh
42. COc1ccc(NC(=O)C2CCCN(C)C2)cc1OCC(C)C (stereo not drawn)
 : -6%, -1%, 0%
43. COc1ccccc1Nc1nc(=O)[nH]nc1C
 : 2%, 2%, 2%
44. CCCNC(=O)C1(C)CCCN(C(=O)c2cccc(C#N)c2)C1 (stereo not drawn)
 : -7%, 4%, ·
45. COc1ccc(CCNS(=O)(=O)c2cccc(C(=O)O)c2)cc1OC
 : 16µM*, 21µM*, -4%
46. Cc1ccc(S(=O)(=O)Nc2ccccc2CNc2ccc(Br)cn2)cc1
 : 29µM*, ?, 0%
47. Cc1ccc(S(=O)(=O)N2C(=O)C(C)SC2=Nc2ccccc2)cc1 (stereo not drawn)
 : 8%, -4%, 6%

Remaining list, next part.
49. O=C(CN1C(=O)c2ccc([N+](=O)[O-])cc2C1=O)NCC1CCCO1 (stereo not drawn)
50. Cc1c(CNC2CCCCC2)c(C(=O)O)c(C)n1Cc1ccc(Cl)cc1
51. Clc1nc(-c2n[nH]nc2Cl)n[nH]1
52. Cc1cc(C)cc(N(CC(=O)Nc2ccc(C)cc2Cl)S(=O)(=O)c2c(C)[nH]c(=O)[nH]c2=O)c1
53. COC(=O)[C@@]1(Cc2ccc(F)cc2)[C@H]2c3cc(C(=O)N4CCCC4)n(C)c3C[C@H]2CN1C(=O)c1ccccc1
54. COc1ccc(CN2CC(C(=O)NCc3cccc(OC)c3)CC2=O)cc1 (stereo not drawn)
55. Cc1ccc2nsnc2c1NC(=O)c1ccc(-c2cc(Cl)ccc2Cl)o1
56. COc1ccc(OC)c(-c2c3c([nH]c(=S)c2C#N)CCCC3)c1
Compound	49	50	51	52	53	54	55	56
TDP1 cell noCPT	-13%	?	-3%	2%&0%	16µM*	2%	?	-30%
DT40 TDP1 CPT	-2%	?	-8%	0%&-2%	23µM*	7%	?	1%
TDP1 inh	3%	3%	0%	4%&3%	·	0%	-3%	3%

57. COc1cc(NC(=O)C2CCCC2)c(OC)cc1Cl
58. Cn1nccc1CNC(=O)c1c(Cl)cnn1C
59. CCN(Cc1ccccc1)c1ccc(/C=N/N2CCOCC2)cc1
60. Cc1cc(C)n(/N=C/c2cccc([N+](=O)[O-])c2)c(=O)c1
61. COc1ccc(Br)c(C(=O)Nc2cc3c(cc2N2CCOCC2)n(C)c(=O)n3C)c1
62. CCn1nc(NC(=O)c2ccncc2)c2cc3ccc(C)cc3nc21
63. Oc1ccc(-c2cn3cc(C(F)(F)F)ccc3n2)cc1
64. O=C(O)c1cccc(-c2ccc(/C=N/NC(=O)c3cccnc3)o2)c1
Compound	57	58	59	60	61	62	63	64
TDP1 cell noCPT	?	-21%	-16%	-5%	?	-15%	?	-22%
DT40 TDP1 CPT	?	-3%	-4%	-17%	23µM*	-21%	?	-24%
TDP1 inh	0%	7%	12%	-3%	0%	-2%	1%	3%

Just DT40 TDP1 CPT and TDP1 inh, for some of the entries so far:
no.	canonical_smiles	DT40 TDP1 CPT	TDP1 inh
58	Cn1nccc1CNC(=O)c1c(Cl)cnn1C	-3%	7%
61	COc1ccc(Br)c(C(=O)Nc2cc3c(cc2N2CCOCC2)n(C)c(=O)n3C)c1	23µM*	0%

Continued.
65. NC(=O)c1ccsc1NC(=O)CN1CCN(S(=O)(=O)c2ccccc2C(F)(F)F)CC1
66. CCc1ccc(NC(=O)C(C)OC(=O)c2ccc(-n3cnnn3)cc2)cc1 (stereo not drawn)
67. CSc1cccc(NC(=O)CCS(=O)(=O)c2cccc3nonc23)c1
68. Cc1cc(NS(=O)(=O)c2ccc(NS(=O)(=O)c3cc(C)c(Cl)cc3Cl)cc2)no1
69. CC1CC(C)CN(CCCNC(=O)c2c(O)nc3ccccn3c2=O)C1 (stereo not drawn)
70. COc1ccc(NC(=O)CN(c2ccc(C)cc2)S(=O)(=O)c2cccc3nonc23)cc1OC
71. Cc1cc(NC(=O)CSc2nc3ccccc3c(=O)n2CCCC(=O)NCc2ccco2)n[nH]1
72. CCN1CCN(C(=O)C2=CC(c3ccc(C)cc3)=NS(=O)(=O)N2C)CC1
Compound	65	66	67	68	69	70	71	72
TDP1 cell noCPT	?	-11%	-18%	4%	-11%	16µM*	-3%	-16%
DT40 TDP1 CPT	?	0%	6%	8%	-1%	-19%	?	-28%
TDP1 inh	·	0%	9%	3%	0%	7%	8%	·

73. COc1ccccc1CNc1ccc2nnc(CCNC(=O)c3ccccc3)n2n1
74. COc1ccc(C(=O)Nc2ccc(N3CCN(c4ccc(OC)cc4)CC3)c(C#N)c2)cc1
75. CSCCC(NC(=O)c1ccco1)C(=O)NCC(c1ccco1)N1CCCCC1 (stereo not drawn)
76. CCC(Cc1ccccc1)n1c(=S)[nH]c2ccccc2c1=O (stereo not drawn)
77. Cc1ccc(O)c(-c2cc(C(=O)NCc3ccc4c(c3)OCO4)[nH]n2)c1
Compound	73	74	75	76	77
TDP1 cell noCPT	?	-10%	18%	-1%	?
DT40 TDP1 CPT	-6%	-24%	-1%	2%	?
TDP1 inh	9%	-2%	1%	4%	5%
